KLF5 inhibitor – suppresses KLF5 promoter-driven expression | DLD-1 KLF5 promoter-luciferase reporter, luminescence | inhibition, % at 5 µM | 290,000 compounds, 0.23% hits | AID 1700;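 active = inhibition above a per-plate limit of that plate's mean compound inhibition plus 3 SD, cut at about 60% in these data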;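 also: 0% = DMSO wells and 100% = LY294002 at 200 µM; higher means less KLF5 promoter-driven luciferase light; inactives centre near -14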
SKKanGAS inh – inhibitors of SKKanGAS S. pyogenes growth in kanamycin (SK-promoter or general growth effect); BacTiter-Glo, 6 h; inhibition, % at 7.5 µM; 300,000 compounds, 1.3% hits; AID 1662;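 active = mean replicate score, as percent of positive control median, at least 50; inconclusive = mean below 50 but one replicate at or above 50; inactive = mean and every replicate below 50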;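 also: strain carries kanamycin resistance gene driven by streptokinase promoter and grows in 40 µg/ml kanamycin; loss of luminescence reflects streptokinase promoter inhibition or plain growth inhibition; 0% = median of DMSO wells and 100% = positive control at its reference dose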
aSyn UTR inh – 5' untranslated region of α-synuclein, MLPCN primary screen; alpha-synuclein 5'UTR reporter, inhibitor activity; inhibition, % (tested at 7.5 µM); 300,000 compounds, 0.82% hits; in the data active = inhibition above about 60%; inconclusive = no clear call, values can overlap the other calls;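 also: H4 neuroglioblastoma cells stably carrying SNCA 5'UTR luciferase fusion; 0% = DMSO wells and 100% = positive control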
AI-2 QS mod – Vibrio harveyi AI-2 quorum sensing modulation. Vibrio harveyi JMH597 AI-2 luminescence/OD600 ratio, 9 h; active compounds read low; strain lacks LuxN and CqsS sensors; 0 = neutral-control median. 300,000 compounds, 0.4% hits. activity change, % at 7.5 µM. AID 2094; in the data active = activity change below about -75%, passing the limit was not always enough; inconclusive = no clear call, values can overlap the other calls;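 also: luminescence divided by OD600 gain over 9 h not by final OD600 alone; inactives centre near 13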
HSF1 inh – HSF1 inhibition; NIH3T3-HGL HSE-luciferase, MG132-induced, luminescence 8 h; active compounds read low; activity change, negative = inhibition, % at 7.5 µM (by protocol); 300,000 compounds, 0.77% hits;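 active = more than half of replicate wells show activity change below -50%, luminescence cut by over half; inconclusive = some wells, but at most half, below -50%; inactive = no replicate well below -50%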;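 also: luciferase reports HSF-1 transcriptional activity via heat shock element; 0% = median of DMSO wells and -100% = zero luminescence signal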
Platelet DG rel – platelet dense granule release activity. human platelet-rich plasma, SFLLRN dense granule ATP release, luminescence. inhibition, %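 (compounds screened at 7.5 µM in platelet-rich plasma)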. 300,000 compounds, 0.22% hits;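 active = mean replicate score, as percent of positive control, at or above 50; inconclusive = mean below 50 but at least one replicate at or above 50; inactive = mean and every replicate below 50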
IEC-6 tox – kills IEC-6 intestinal cells in KLF5 counter-screen; IEC-6 cytotoxicity, luminescence viability; inhibition, % at 5 µM; 290,000 compounds, 0.78% hits; in the data active = inhibition above about 22%;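 also: 0% = plate median of test compound wells and 100% = cytotoxic reference compound wells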
HSP90 inh – inhibitors of HSP90 luciferase refolding in rabbit reticulocyte lysate | inhibition, % at 5.6 µM | luciferase refolding luminescence, 3 h | 290,000 compounds, 0.91% hits;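 active = inhibition above the screen-wide mean plus 3 SD, computed separately per campaign, cut at about 16% in these data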;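 also: 0% = DMSO wells and 100% = 60 µM geldanamycin wells; inhibitors lower the luminescence because luciferase stays unfolded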
HIF act – HIF pathway transcriptional activation | U2OS HRE-luciferase reporter, luminescence; normalized: DMSO 0%, desferrioxamine 100% | activation, % at 7.5 µM (by protocol) | 300,000 compounds, 0.32% hits | AID 1910;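 active = mean activation of at least 10% of the iron chelator positive control signal, with at least half of replicates also reaching 10%; inconclusive = mean and replicate majority disagree about reaching 10%; inactive = mean and most replicates under 10%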
HSF1 activator – increases HSF-1 driven luciferase reporter signal; NIH3T3-HGL HSF-1 luciferase reporter, MG132, 8 h; 100% = twice DMSO control signal; activation, % at 9 µM; 300,000 compounds, 1.7% hits; AID 504408;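 active = mean replicate activation of at least 50% with a set share of replicates each reaching 50%; inconclusive = only one of those two conditions met; inactive = mean below 50% and too few replicates reaching it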;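 also: 0% = median of the neutral control wells and 100% = twice that signal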
The depositor's hits bear a star; ? = inconclusive; nt = not tested or not shown.

No.	Compound	KLF5 inhibitor	SKKanGAS inh	aSyn UTR inh	AI-2 QS mod	HSF1 inh	Platelet DG rel	IEC-6 tox	HSP90 inh	HIF act	HSF1 activator
1	O=C(Nc1ccc2c(c1)OCO2)[C@@H]1[C@@H]2C(=O)N(C3CCCCC3)C(=O)[C@@H]2C2c3ccccc3C=CN21 (stereo partly specified)	-9	5	9	45	2	-3	1	2	0.1	1
2	O=[N+]([O-])c1cc(C(F)(F)F)ccc1N1CCN(S(=O)(=O)c2ccc3ccccc3c2)CC1	5	-7	11	29	0	2	-2	-1	0.1	5
3	CCc1cc(=O)[nH]c(SCC(=O)Nc2ccc3c(c2)OCCO3)n1	nt	6	-3	24	-18	33	nt	nt	0.1	-25
4	O=C(Nc1ccc(N2CCOCC2)c(Cl)c1)c1ccccc1F	-123	-2	-172	26	63	1	4	-3	2.2	48
5	COc1ccccc1C/C(N)=N/OC(=O)c1ccc(C)c([N+](=O)[O-])c1	-7	0	-2	26	2	-1	2	-3	-0.3	9
6	N#Cc1nc(-c2ccc(OCc3ccccc3)cc2)oc1N1CCOCC1	-22	0	17	15	-5	5	-1	-2	0.2	-17
7	Nc1c(-c2ccc(Cl)cc2)cnn1-c1cccc([N+](=O)[O-])c1	-37	2	-134	17	11	3	-6	-4	3.4	46
8	Cc1cc(C)n2nc(SCC(=O)N/N=C/c3ccccn3)nc2n1	-3	-4	-10	19	-3	9	4	3	0.1	19

Other records follow:
No.	Compound	KLF5 inhibitor	SKKanGAS inh	aSyn UTR inh	AI-2 QS mod	HSF1 inh	Platelet DG rel	IEC-6 tox	HSP90 inh	HIF act	HSF1 activator
9	CC1CC(C)CN(CCCNC(=O)c2ccc3c(c2)ncn3C2CCCC2)C1 (stereo unspecified)	-6	9	-6	-10	-2	0	7	-2	1.4	-9
10	O=C(O)c1ccn2c(C(=O)c3ccccc3)c(-c3ccccc3)cc2c1	-19	2	14	31	0	-1	-4	-1	-0.6	8
11	COc1ccc(NS(=O)(=O)c2ccc3c(c2)NC(=O)CO3)c(OC)c1	-5	-2	-6	11	-6	0	4	-2	0.0	2
12	CCCn1cc(CN2CCC(n3nccc3NC(=O)CCOc3ccccc3)CC2)c(C)n1	-5	3	6	2	-2	-6	4	-4	0.5	5
13	CCOC(=O)N1CCc2c(sc3ncn(C)c(=O)c23)C1	-21	10	-8	28	1	4	-3	-4	0.2	2
14	Cn1c(=O)c2c(nc(N3CCOCC3)n2CCc2ccccc2)n(C)c1=O	-9	-4	10	31	-4	-4	6	1	-0.2	17
15	CS(=O)(=O)N(CC(=O)Nc1ccc2c(c1)OCCO2)c1ccc2c(c1)OCO2	-11	-3	-9	0	18	3	-8	0	-0.5	29
16	COc1ccc(C(=O)NCc2nnc(SCCOc3ccccc3)n2C)cc1	-4	-11	12	11	-4	36	-4	3	-0.4	-24

New compounds follow:
No.	Compound	KLF5 inhibitor	SKKanGAS inh	aSyn UTR inh	AI-2 QS mod	HSF1 inh	Platelet DG rel	IEC-6 tox	HSP90 inh	HIF act	HSF1 activator
17	Cc1ccccc1N(C(=O)CCCC(=O)Nc1ccccn1)C(C(=O)NC1CCCC1)c1ccc(O)cc1 (stereo unspecified)	6	-1	-19	5	2	3	1	-4	0.1	-7
18	C=CCOC(=O)C1=C(C)NC(=O)NC1/C=C/c1ccccc1OC (stereo unspecified)	5	-1	16	14	11	5	4	-2	-0.8	8
19	CC(C)CC(=O)NC(=S)Nc1ccc(NC(=O)c2ccco2)cc1	-24	-1	9	20	10	1	2	-3	-0.1	18
20	O=C(c1ccc(S(=O)(=O)c2cccc(Cl)c2)c([N+](=O)[O-])c1)N1CCN(c2ccccn2)CC1	-17	5	-62	17	-4	-7	1	-1	-0.5	7
21	O=C(NNC(=O)c1ccc2c(c1)OCO2)NC12CC3CC(CC(C3)C1)C2	4	-7	-1	16	3	0	6	-1	0.5	17
22	O=C(CP(=O)(c1ccccc1)c1ccccc1)N/N=C/c1cc(Br)cc(Br)c1O	-37	102*	56	18	-5	-2	-1	2	0.4	-4
23	CCC(C)NC(=O)c1oc2ccc(S(=O)(=O)N3CCC4(CC3)OCCO4)cc2c1C (stereo unspecified)	-19	7	30	14	2	2	7	3	-0.1	9
24	CCCCN1C(=O)c2ccc(C(=O)NCCN3C(=O)S/C(=C\c4cccnc4)C3=O)cc2C1=O	-9	1	-9	16	-1	10	4	-3	-0.6	1

(cont.)
No.	Compound	KLF5 inhibitor	SKKanGAS inh	aSyn UTR inh	AI-2 QS mod	HSF1 inh	Platelet DG rel	IEC-6 tox	HSP90 inh	HIF act	HSF1 activator
25	Cc1cc(C(=O)NP(=O)(N2CC(C)OC(C)C2)N2CC(C)OC(C)C2)c(C)n1C1CC1 (stereo unspecified)	-12	-6	-10	16	1	17	1	-2	-0.2	-3
26	COc1ccccc1OCCCCOc1ccccc1F	-52	16	-71	5	nt	-2	1	-3	1.0	nt
27	Cc1cc(NS(=O)(=O)c2ccc(NC(=O)CSc3nc4ncc(Br)cc4[nH]3)cc2)nc(C)n1	15	-4	0	16	9	1	8	2	0.0	-4
28	Cc1ccc(NC(=O)c2cc(S(=O)(=O)N3CCOCC3)cn2C)cc1F	-7	0	0	41	0	?	3	-5	0.3	3
29	O=C(Nc1ccc2c(c1)OCO2)Nc1ccc(F)cc1F	-178	3	-138	14	28	-6	-6	-4	2.7	46
30	COc1ccc(C(=O)CC(=O)C(=O)Nc2cc([N+](=O)[O-])ccc2OC)cc1	-10	6	-26	-3	5	3	-2	3	1.7	8
31	Fc1cccc(NC(=S)NCc2cccnc2)c1	7	7	20	7	4	26	-5	0	-0.8	20
32	Cc1csc2ncc(C(=O)NCCC(c3ccccc3)c3ccccc3)c(=O)n12	4	-3	12	23	1	13	-2	0	-0.4	-16

Next part:
No.	Compound	KLF5 inhibitor	SKKanGAS inh	aSyn UTR inh	AI-2 QS mod	HSF1 inh	Platelet DG rel	IEC-6 tox	HSP90 inh	HIF act	HSF1 activator
33	CC(=O)c1ccc(OCc2cc([N+](=O)[O-])cc3c2OCOC3)cc1	-1	8	-8	-7	7	-5	0	0	-0.4	14
34	CCOc1ccc(CNC(=O)CCC(=O)N2Cc3cccc(OC)c3Oc3ncccc32)cc1	-17	0	8	-3	-2	2	8	3	nt	8
35	CCOC(=O)N1CCN(C(=O)CN(Cc2ccccc2)S(C)(=O)=O)CC1	-14	-3	13	30	-10	-1	0	2	-0.1	-16
36	Cc1cc2c(sc3ccccc32)c(C)n1	-29	-7	-10	15	-5	-12	-7	0	0.3	18
37	O=C(NCCC1=CCCCC1)C1CCCN(S(=O)(=O)c2cccnc2)C1 (stereo unspecified)	6	-10	3	19	6	3	-8	-4	-0.1	12
38	O=[N+]([O-])c1ccc(/C=N/n2c(CO)nc3ccccc32)s1	4	12	-28	30	17	3	7	3	-0.4	18
39	Cc1cccc(-c2nnc(SCC(=O)Nc3nc4c(s3)CCCC4)n2C)c1	-11	1	3	19	-2	-3	-11	-1	-1.4	0
40	CCOc1ccc(C(=O)NCCCN2CCCC2=O)cc1	-4	2	-23	-1	7	-8	4	2	1.7	9

(continued)
No.	Compound	KLF5 inhibitor	SKKanGAS inh	aSyn UTR inh	AI-2 QS mod	HSF1 inh	Platelet DG rel	IEC-6 tox	HSP90 inh	HIF act	HSF1 activator
41	CCN1CCC2(CCN(C(=O)c3cc(COc4cc(C)ccc4C)on3)C2)C1 (stereo unspecified)	6	3	8	13	-1	7	2	2	0.0	-11
42	Clc1ccc2nsnc2c1NC1=NCCN1	nt	-5	20	12	14	4	nt	nt	-0.2	18
43	CCC(=O)Nc1ccc2c(c1)ncn2C	-6	1	-13	21	2	2	-14	1	0.0	0
44	O=C(CCCOc1ccc(Br)cc1)NCCc1ccc(OC(F)F)cc1	-21	-25	-14	nt	-2	17	-6	-1	0.0	8
45	COC(=O)Cc1cc(=O)n(-c2nc3ccccc3s2)[nH]1	-15	-12	4	6	-20	0	4	1	0.6	-28
46	O=C(O)CCSc1nc(C(F)(F)F)cc(=O)n1-c1ccccc1	27	1	-15	26	-4	2	0	1	-0.1	3
47	Cc1ccnc(NC(=O)CCC(=O)N(CC(=O)NCc2ccc(F)cc2)Cc2ccccc2)c1	-4	-3	-15	23	-3	-4	-6	-1	-0.1	-3
48	CCCC(C)NC(=O)c1nc(-c2ccccc2)n(-c2ccccc2)n1 (stereo unspecified)	-17	2	27	8	-4	-4	-5	2	0.5	8

More records
No.	Compound	KLF5 inhibitor	SKKanGAS inh	aSyn UTR inh	AI-2 QS mod	HSF1 inh	Platelet DG rel	IEC-6 tox	HSP90 inh	HIF act	HSF1 activator
49	Cc1ccc(C(=O)Nc2nnc(S(=O)(=O)N3CCC(C)CC3)s2)cc1	-6	11	9	26	-9	-6	-2	-2	0.1	-17
50	Cc1nc(-c2ccccc2)sc1C1(C)CC(c2cccc([N+](=O)[O-])c2)=NO1 (stereo unspecified)	nt	3	-21	14	4	4	nt	nt	0.8	-8
51	O=C(Nc1cccc(F)c1)Nc1ccccn1	-132	-4	-153	-1	9	1	11	-2	3.0	27
52	NC(=O)CC(NC(=O)c1ccc(Br)cc1)c1ccc(NC2CCCCCC2)c([N+](=O)[O-])c1 (stereo unspecified)	-3	20	-34	18	8	1	-1	0	-2.0	-5
53	Cc1c(C(=O)O)oc2c(F)cccc12	-20	-2	7	13	1	2	-6	4	0.6	-7
54	CCCN1CCc2c(sc(NC(=O)c3ccc(S(=O)(=O)N4CCCC4)cc3)c2C(N)=O)C1	-27	2	19	20	-2	5	-4	4	-1.6	1
55	Cc1cc(OCC(=O)c2cccc(C(F)(F)F)c2)n2cnnc2n1	-15	-4	4	15	-5	-12	0	1	0.8	-10
56	CC(=O)Oc1ccccc1-n1c(C)nc(=O)c(-c2ccccc2)c1C	9	6	-12	-5	-7	-2	-4	2	-0.1	-9

Next structures:
No.	Compound	KLF5 inhibitor	SKKanGAS inh	aSyn UTR inh	AI-2 QS mod	HSF1 inh	Platelet DG rel	IEC-6 tox	HSP90 inh	HIF act	HSF1 activator
57	N#Cc1ccc(OCCN2C(=O)NC3(CCSC3)C2=O)cc1 (stereo unspecified)	6	1	22	4	2	3	0	-1	0.2	5
58	CCOc1ccccc1NC(=O)C(=O)/C=C(\O)c1cc(OC)ccc1OC	-8	7	-12	11	5	3	-3	0	0.5	12
59	O=C(Nc1ccsn1)c1ccc(Cl)cc1Cl	-65	-1	-162	26	14	7	-2	-2	-3.8	22
60	O=C(Nc1ccc2c(c1)OCO2)C1CC(c2c(F)cccc2Cl)=NO1 (stereo unspecified)	-91	-8	-147	28	-5	-5	-1	6	2.4	20

High-throughput results: PubChem, several laboratories

Compounds as they come (roughly 6% active in at least one column).
